# Compound activity (PubChem BioAssay)
# KB-V1 cytotox: qHTS assay for MDR1-selective chemotherapeutics: Primary screen using the drug-selected MDR subline cells KB-V1; AID 1347076, 2019; KB-V1 MDR cells viability, CellTiter-Glo, 72 h; Potency, µM (titrated, usually from 46.1 µM), without a hit: top-dose activity change, negative = cytotoxicity, actives largely listed as cytotoxic; hit rate 3.4% among 400,000; further: potency means the concentration at half of the fitted maximal effect; on the % scale 0 is the no-effect control and ±100 the full control effect; nearly all actives have a fitted effect of over 60% in size
#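 Cells of the MDR subline KB-V1 are plated, dosed with compound at multiple concentrations, and incubated 72 h at 37 degrees C; CellTiter-Glo is then added and luminescence read after 10 min.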
# D3 ag: qHTS of D3 Dopamine Receptor Agonist: qHTS; hit rate 0.58% among 410,000; D3R DiscoveRx beta-arrestin cells, luminescence, 90 min; D(3) dopamine receptor (Homo sapiens), P35462; max activation, %; in the data active means max activation above about 30%; further: 0% is about no effect; mostly tested at two doses, the higher about 12 µM
# Target sequence (P35462 whole entry, looked up): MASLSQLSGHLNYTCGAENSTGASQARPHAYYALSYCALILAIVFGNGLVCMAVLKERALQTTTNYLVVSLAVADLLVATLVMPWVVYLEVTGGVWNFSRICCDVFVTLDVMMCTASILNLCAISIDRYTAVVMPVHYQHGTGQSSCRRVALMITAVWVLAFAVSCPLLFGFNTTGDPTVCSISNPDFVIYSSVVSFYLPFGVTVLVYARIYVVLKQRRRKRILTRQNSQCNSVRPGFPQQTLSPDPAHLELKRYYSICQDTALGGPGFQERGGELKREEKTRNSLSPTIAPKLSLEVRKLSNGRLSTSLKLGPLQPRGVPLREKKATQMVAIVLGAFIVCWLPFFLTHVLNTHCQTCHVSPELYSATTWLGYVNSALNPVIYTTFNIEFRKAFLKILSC
#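 Cells at 1500/well, incubated overnight, then treated with pinned compounds (dopamine as control) for 90 min at 37 degrees C. DiscoveRx reagent added for 30 - 60 minutes at room temperature; luminescence read.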
# SW480 rerep: A quantitative high throughput screen for small molecules that induce DNA re-replication in SW480 colon adenocarcinoma cells; hit rate 1.8% among 340,000; Potency, µM (titrated, usually from 46.1 µM), for inactives: top-dose re-replication activation, usual class: activators; SW480 DNA re-replication, Hoechst DNA content imaging, 48 h; further: potency means the concentration at half of the fitted maximal effect; % of control where 0% means no effect; nearly all actives have a fitted effect of over 55% in size
#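 Treated cells incubate 48 hr (37 C, 5% CO2), are stained 40 min with Hoechst, and nuclear fluorescence is enumerated; a rise in nuclei with high DNA signal marks re-replication.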
# IL1B secr inh: qHTS for Inhibitors of Inflammasome Signaling: IL-1-beta AlphaLISA Primary Screen; AID 743279, 2014; THP-1 LPS/ATP IL-1B secretion, AlphaLISA, 16 h; hits give low values; activity change, % at 57.5 µM; hit rate 4.7% among 360,000; in the data active means activity change below about -50%; inconclusive means mostly about -30% to -49%; further: on the % scale 0 is the no-effect control and ±100 the full control effect
#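 Secreted IL-1B measured by AlphaLISA bead assay after 16 h compound exposure of THP-1 cells; compounds (final up to 57.5 uM) added 1 h before LPS (250 ng/mL) and ATP (1.25 mM) stimulation; lower signal means less secretion.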
# MCF10A rereplic: A quantitative high throughput screen for small molecules that induce DNA re-replication in MCF 10a normal breast cells; MCF 10A DNA re-replication, Hoechst nuclear intensity, 48 h; Potency, µM (series often up to 46.1 µM), inactives show at the top dose activity, positive = re-replication, hits mostly activators; hit rate 2.9% among 350,000; AID 624296, 2012; further: potency means the concentration at half of the fitted maximal effect; % of control where 0% means no effect; nearly all actives have a fitted effect of over 50% in size
# KB-3-1 cytotox: qHTS assay for MDR1-selective chemotherapeutics: Primary screen using the parental adenocarcinoma cell KB-3-1; Potency, µM (doses to about 46.1 µM), for the others: at the highest dose activity change, negative = cytotoxic, actives largely listed as cytotoxic; hit rate 1.4% among 400,000; KB-3-1 viability, CellTiter-Glo ATP luminescence, 72 h; AID 1347075, 2019; further: potency means the concentration at half of the fitted maximal effect; on the % scale 0 is the no-effect control and ±100 the full control effect; nearly all actives have a fitted effect of over 60% in size
#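 Using CellTiter-Glo luminescence, growth of non-resistant KB-3-1 adenocarcinoma cells is assessed 72 h after pin-tool compound addition at 37 °C. Normalized responses across the concentration series yield fitted curves.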
# HT1080 IDH1KD tx: qHTS for induction of synthetic lethality in tumor cells producing 2HG: qHTS for the HT-1080-IDH1KD cell line. HT-1080 IDH1 knockdown viability, ATP luminescence, 48 h. hit rate 2% among 360,000. Potency, µM (series often up to 46.1 µM), for the others: at the highest dose activity, negative = toxicity, hits mostly cytotoxic;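 further: potency means the concentration at half of the fitted maximal effect; 0% = DMSO wells and -100% = cell-free medium wells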
#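 Knockdown cells (IDH1KD HT-1080) received compounds 2 h after plating at 750 cells/well and were kept 48 h at 37 °C in 5% FBS RPMI. A CellTiter-Glo luminescence read gave % activity for curve fitting.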
# HT1080NT lethal: qHTS for induction of synthetic lethality in tumor cells producing 2HG: qHTS for the HT-1080-NT fibrosarcoma cell line | hit rate 1.6% among 360,000 | HT-1080-NT fibrosarcoma viability, CellTiter-Glo ATP luminescence, 48 h | AID 686970, 2013 | Potency, µM (series often up to 46.1 µM), without a hit: top-dose activity, negative = less viability, most hits filed as cytotoxic;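 further: NT is the 2HG producing partner of a matched IDH1 knockdown line; potency means the concentration at half of the fitted maximal effect; 0% = DMSO-treated cells and -100% = media-only wells without cells; nearly all actives have a fitted effect of over 55% in size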
#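 Compounds were tested in concentration-response format on HT-1080-NT cells for 48 hours at 37 degrees C. Cell viability came from CellTiter-Glo luminescence; curves were classified by r2, response magnitude and activity.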
# HEK293 tox: qHTS of GLP-1 Receptor Inverse Agonists: Cytotox Screen; AID 624418, 2012; HEK293 cAMP-luciferase reporter cells, luminescence, 24 h; hit rate 0.13% among 410,000; Potency, µM (doses to about 38.3 µM), for inactives: top-dose activity change, negative = inhibition, most hits filed as inhibitors;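 further: loss of luciferase light is scored as toxicity; potency means the concentration at half of the fitted maximal effect; on the % scale 0 is the no-effect control and ±100 the full control effect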
#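 Luminescence readout: signal drop marks cytotoxicity. Plated cells grew 12 h at 37 °C, 5% CO2, received 23 nL compound for 24 h, then got luciferase reagent, read after 12 min at RT.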
# Active calls of the source: *; ? = inconclusive; nt = not tested or not shown; [ ] = another dose, or the depositor's remark. Unless noted, the call rests on the fitted dose curve; in most records, active means well fitted curve in the direction sought with a large enough effect; inconclusive means small, poorly fitted or top-dose-only effect, or another doubt; inactive means no such curve, though single readings can be large; an effect the other way counts as inactive or inconclusive.
SMILES,KB-V1 cytotox,D3 ag,SW480 rerep,IL1B secr inh,MCF10A rereplic,KB-3-1 cytotox,HT1080 IDH1KD tx,HT1080NT lethal,HEK293 tox
CC(C)C(c1nnnn1Cc1cccs1)N1CCN(c2ccccc2)CC1 (stereo not given),?,-4,6%,-1,-4%,-13%,-4%,-4%,5%
Cc1ccc2c(c1)cc1c(=O)n(Cc3ccc(Cl)cc3)nc(C)n12,15%,9,nt,nt,nt,-1%,nt,nt,-3%
Cn1cc(Br)c(-c2cccc(N3C(=O)CC(C)(C)CC3=O)c2)n1,-17%,3,-14%,26,1%,12%,-6%,0%,-5%
COc1cc2c(cc1OC)/C(=C/C(=O)c1ccc(C)cc1)NCC2,17%,5,3%,?,23%,4%,0%,12%,1%
CC(CC(=O)OCC(=O)Nc1ccc2[nH]c(=O)[nH]c2c1)c1ccccc1 (stereo not given),-1%,1,3%,27,0%,22%,-2%,-4%,11%
O=C(NC1CC2CCCC(C1)N2C(=O)Nc1ccc(F)cc1)c1ccccc1 (stereo not given),?,1,1%,-3,7%,2%,-2%,1%,-2%
C=CCOc1ccc(/C=C/C(=O)OCc2csc(CC(=O)Nc3ccccc3C)n2)cc1,?,18,-2%,5,7%,-9%,1%,1%,-3%
COc1ccc(CNC(=O)CCn2c(C)csc2=O)cc1,?,-5,6%,-7,-2%,8%,15%,-1%[9.24 µM],3%
CCCCSc1ccc2nc(-c3ccc(C#N)cc3)cn2c1,-3%,4,-8%,-3,?,-21%,-25%,-26%,-4%
CCN1C(=O)C(CC(=O)Nc2ccc(Cl)cc2)N(NC(=O)c2ccncc2)C1=S (stereo not given),?,4,-13%,7,9%,10%,-1%,-3%,-1%
O=C(CSc1ccc(-c2ccc(F)cc2)nn1)N1CCN(c2ccccc2)CC1,-26%,5,-4%,1,-1%,-4%,3%,2%,5%[1.53 µM]
COc1ccc(N(C(=O)Cn2nnc(-c3ccc(C)o3)n2)C(C(=O)NC2CCCC2)c2ccncc2)cc1 (stereo not given),-1%,-30,-7%,-9,-7%,-1%,0%,-2%,1%
c1nnc(NCNc2nncs2)s1,2%,2,nt,4,nt,3%,-22%,-13%,1%
CC(=O)Nc1ccc(S(=O)(=O)NCc2cc(=O)n(C)c(=O)n2C)cc1,19%,0,22%,11,?,0%,7%,-2%,-12%
S=c1[nH]nc(COc2ccccc2)n1-c1ccc(Cl)cc1,3%,3,29%,20,2%,-8%,0%,2%,-22%

# Eight of these compounds in a different format:
Molecule	KB-V1 cytotox	D3 ag	SW480 rerep	IL1B secr inh	MCF10A rereplic	KB-3-1 cytotox	HT1080 IDH1KD tx	HT1080NT lethal	HEK293 tox
CC(C)C(c1nnnn1Cc1cccs1)N1CCN(c2ccccc2)CC1 (stereo not given)	?	-4	6%	-1	-4%	-13%	-4%	-4%	5%
Cc1ccc2c(c1)cc1c(=O)n(Cc3ccc(Cl)cc3)nc(C)n12	15%	9	nt	nt	nt	-1%	nt	nt	-3%
Cn1cc(Br)c(-c2cccc(N3C(=O)CC(C)(C)CC3=O)c2)n1	-17%	3	-14%	26	1%	12%	-6%	0%	-5%
COc1cc2c(cc1OC)/C(=C/C(=O)c1ccc(C)cc1)NCC2	17%	5	3%	?	23%	4%	0%	12%	1%
CC(CC(=O)OCC(=O)Nc1ccc2[nH]c(=O)[nH]c2c1)c1ccccc1 (stereo not given)	-1%	1	3%	27	0%	22%	-2%	-4%	11%
O=C(NC1CC2CCCC(C1)N2C(=O)Nc1ccc(F)cc1)c1ccccc1 (stereo not given)	?	1	1%	-3	7%	2%	-2%	1%	-2%
C=CCOc1ccc(/C=C/C(=O)OCc2csc(CC(=O)Nc3ccccc3C)n2)cc1	?	18	-2%	5	7%	-9%	1%	1%	-3%
COc1ccc(CNC(=O)CCn2c(C)csc2=O)cc1	?	-5	6%	-7	-2%	8%	15%	-1%[9.24 µM]	3%

# The list goes on:
SMILES,KB-V1 cytotox,D3 ag,SW480 rerep,IL1B secr inh,MCF10A rereplic,KB-3-1 cytotox,HT1080 IDH1KD tx,HT1080NT lethal,HEK293 tox
O=C(c1cc(COc2ccc(F)cc2Cl)on1)N(Cc1ccncc1)CC1CCCO1 (stereo not given),-18%,0,0%,-10,2%,4%,-6%,-10%,10%
COc1ccccc1CNC(=O)c1ccc2c(c1)OCO2,11%,6,-45%[inhibitor],3,-9%,6%,13%,10%,2%
O=[N+]([O-])c1ccc(C=NNC(=S)Nc2ccc(F)cc2)cc1,-5%,-3,-7%,0,-2%,4%,-13%,-11%,?
CC(=O)NC(NC(C)=O)c1ccc(Br)cc1,-3%,-5,-6%,19,7%,1%,14%,14%,-1%
COc1cccc(C#Cc2ccc3c(c2)O[C@@H](CN(C)C(=O)c2ccccn2)[C@@H](C)CN([C@H](C)CO)S3(=O)=O)c1,0%,7,nt,-4,nt,4%,-21%,-2%,-6%
CCOC(=O)C1(C)CCCN(C(=O)c2ccc(F)cc2Cl)C1 (stereo not given),-1%,1,nt,63,nt,0%,6%,20%,2%
CC(C)NC(=O)CC(=O)Nc1ccc2nc3n(c(=O)c2c1)CCCCC3,?,5,nt,nt,nt,0%,nt,nt,6%
Cn1cc(C(=O)C(F)(F)F)c2ccccc21,0%,4,1%,22,-6%,-7%,3%,1%,5%
CS(=O)(=O)c1ccc(C(=O)OCC(=O)c2ccc(Cl)s2)cc1,?,-14,-2%,26,-3%,0%,0%,-5%,7%
CC(=O)c1ccc(NC(=O)/C(=C\c2ccco2)NC(=O)c2ccco2)cc1,?,7,-2%,13,-4%,3%,2%,0%,12%
COc1cccc(C2CC(c3ccc(F)cc3)Nc3nc(N)nn32)c1 (stereo not given),7%,4,-10%,2,3%,?,12%,6%,-9%
COc1ccc(-c2csc3nc(C)n(-n4cccc4)c(=O)c23)cc1,0%,0,-5%,-4,?,-7%,0%,-8%,-2%
CCn1nc(C(=O)Nc2nc3ccc(C)cc3s2)c2ccccc2c1=O,-16%,8,21µM*,-8,23µM*,0%,4%,6%,-14%
CCOc1ncccc1C(=O)Nc1ccc(S(=O)(=O)Nc2nccs2)cc1,27%,13,-5%,38,2%,-19%,6%,17%,-8%
Cc1ccc(CSc2ncnc3c2cnn3-c2ccccc2)cc1,?,3,nt,0,2%,-8%,16%,19%,71%[activator]
CCOC(=O)N1CCN(C(=S)NC2CCCCC2)CC1,-2%,-2,0%,28,13%,18%,21%,28%,-15%
CN1CCN(C(=O)/C(=C/c2ccccc2Cl)NC(=O)c2ccccc2)CC1,-14%,-22,9%,15,-5%,6%,4%,8%,0%
CN(C)C(CNc1ncnc2sc3c(c12)CCCCC3)c1ccco1 (stereo not given),?,-14,-4%,-51*,5%,-14%,-24%,-20%,?
CC(NC(=O)COc1ccc(/C=N/NS(=O)(=O)c2ccccc2)cc1)c1ccccc1 (stereo not given),1%,3,0%[9.22 µM],-12,7%,0%,-7%,-15%,-1%
CCCCCCCCN1C(=O)[C@H](CC(=O)NCCCOCCCC)C[C@@]2(C(=O)OCC)CCCC=C12,?,-2,nt,-16,nt,?,?,?,-1%
O=C(Nc1ccccc1O)c1ccc(NC(=O)C2CC2)cc1,?,-5,0%,-6,-1%,0%,?,?,-19%
O=[N+]([O-])c1ccc(OC(F)F)c(/C=N/n2cnnc2)c1,?,7,3.3µM*,32,0%,?,?,-23%,-12%
CSCC[C@H](NC(=O)COc1ccc(Cl)cc1Cl)c1nc2ccccc2[nH]1,?,-16,0%,-15,?,-5%,-6%,-5%,-18%
O=C(CSc1nc2ccccc2c(=O)n1-c1ccccc1)N1CCCC1,-18%,-1,-1%,0,6%,17%,1%,3%,-16%
Cc1cccc(C)c1OCC(=O)NNC(=S)NC(=O)C1CC1,-13%,6,?,138,-30%,?,?,?,6%
OCCCNc1ncnc2c1ncn2[C@H]1CN(Cc2ccc3c(c2)OCO3)C[C@@H](CO)O1,16%,-1,nt,11,nt,0%,2%,13%,-3%
Cc1ccc(NC(=O)COc2ccc(C(=O)NCCc3ccccc3)cc2)cc1,-25%,-5,-10%,0,23%,-9%,-5%,5%,9%
CC(=O)c1c(C)oc2c1C(=O)c1ccccc1C2=O,6.5µM*,-17,7.3µM*,35,22%,?,-5%,-1%,9%
C=C(C)c1cccc(C(C)(C)NC(=O)Nc2ccc(OC)nc2)c1,0%,-20,23%,-87*,6%,2%,-5%,-1%,0%
CCN(Cc1ccccc1)C(=O)c1cc2ccc3cccnc3c2[nH]1,-4%,-11,nt,nt,nt,-21%,nt,nt,-4%
C=CCN1C(=O)C(CC(=O)O)SC1=Nc1ccc(N=Nc2ccccc2)cc1 (stereo not given),-12%,-6,3%,1,11%,-1%,-16%,-4%,-17%
CCOc1ccc(NS(=O)(=O)c2ccc3[nH]c(=O)cc(C(=O)O)c3c2)cc1,0%,11,-5%,8,-1%,-4%,26%,14%,0%

# Not a hit list; any-hit rate near 11%.
